# EBNA-1 inhibitor: EBNA-1 DNA-binding inhibitors, primary screen, biochemical, fluorescence polarization; inhibition, % at 14.8 µM; 300,000 compounds, 0.34% hits; AID 1950, 2009; in the data active means inhibition above about 28%
# PAFAH1B2 FP inh: PAFAH1B2 enzyme inhibitors, primary screen, biochemical, fluorescence polarization, human; Platelet-activating factor acetylhydrolase IB subunit alpha2 (Homo sapiens), P68402; recombinant PAFAH1B2, FP-rhodamine activity probe; inhibition, % at 3.39 µM; 340,000 compounds, 1.2% hits;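 active means inhibition above the mean of all tested compounds plus 3 SD, cut at about 24% in these data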;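 further: 0% = enzyme with DMSO and 100% = wells lacking PAFAH1B2; many of its hits are not listed in these tables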
# PAFAH2 inh: PAFAH2 enzyme inhibitors, primary screen, biochemical, fluorescence polarization, human; Platelet-activating factor acetylhydrolase 2, cytoplasmic (Homo sapiens), Q99487; recombinant PAFAH2, FP-rhodamine activity probe; inhibition, % at 3.39 µM; 340,000 compounds, 0.99% hits; AID 492956, 2010;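 active means inhibition above the mean over all tested compounds plus 3 SD, cut at about 30% in these data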;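 further: inhibitors block probe labeling of enzyme so polarization drops; 0% = enzyme with DMSO and 100% = wells lacking PAFAH2 protein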
# LYPLA1 inh: LYPLA1 inhibitors, primary screen, counter-screen for PME1 inhibitor project, biochemical, fluorescence polarization, FP-Rh probe ABPP. 320,000 compounds, 0.16% hits. Acyl-protein thioesterase 1 (Homo sapiens), O75608. AID 2174, 2009. recombinant LYPLA1. inhibition, % at 5.9 µM;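 active means inhibition above the mean of all tested compounds plus 3 SD, set per campaign, cut at about 14% in these data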;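 further: inhibitors block serine hydrolase probe labeling of LYPLA1 so polarization falls; 0% = enzyme with DMSO and 100% = wells lacking LYPLA1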
# Target sequence (O75608 whole entry, looked up): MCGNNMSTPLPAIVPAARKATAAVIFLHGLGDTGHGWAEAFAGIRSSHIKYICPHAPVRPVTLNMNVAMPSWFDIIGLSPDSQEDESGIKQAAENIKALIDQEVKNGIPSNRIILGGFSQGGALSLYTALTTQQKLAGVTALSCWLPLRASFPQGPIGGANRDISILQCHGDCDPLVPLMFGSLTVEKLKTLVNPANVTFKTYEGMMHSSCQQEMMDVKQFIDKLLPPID
# LYPLA2 inh: LYPLA2 inhibitors, primary screen, counter-screen for PME1 inhibitor project, biochemical, fluorescence polarization, FP-Rh probe ABPP. inhibition, % at 5.9 µM. Acyl-protein thioesterase 2 (Homo sapiens), O95372. recombinant LYPLA2. 320,000 compounds, 0.38% hits;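 active means inhibition above the screen-wide mean plus 3 SD, limit set per campaign, cut at about 26% in these data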;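 further: 0% = LYPLA2 with DMSO and 100% = wells lacking LYPLA2 enzyme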
# ZTA DNA inh: ZTA (EBV) inhibition in EBNA-1 counter-screen; P03206; ZTA-DNA binding, fluorescence polarization; inhibition, % at 11 µM; 320,000 compounds, 0.15% hits; in the data active means inhibition above about 33%
# PAFAH1B3 inh: PAFAH1B3 enzyme inhibitors, primary screen, biochemical, fluorescence polarization, human | Platelet-activating factor acetylhydrolase IB subunit alpha1 (Homo sapiens), Q15102 | recombinant PAFAH1B3, FP-rhodamine probe | inhibition, % at 3.39 µM | 340,000 compounds, 0.28% hits | AID 492972, 2010;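 active means inhibition above the screen-wide average of all tested compounds plus 3 SD, cut at about 25% in these data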;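 further: 0% = enzyme with DMSO only and 100% = wells lacking PAFAH1B3 protein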
# PREPL inhibitor: PREPL enzyme inhibitors, primary screen, biochemical, fluorescence polarization; Prolyl endopeptidase-like (Homo sapiens), Q4J6C6; recombinant PREPL, fluorescence polarization activity-based probe; inhibition, % at 5.96 µM; 320,000 compounds, 0.68% hits; AID 2751, 2010; in the data active means inhibition above about 43%;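 further: 0% = enzyme with DMSO and 100% = wells lacking enzyme; many of its hits are not listed in these tables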
# Target sequence (Q4J6C6 whole entry, looked up): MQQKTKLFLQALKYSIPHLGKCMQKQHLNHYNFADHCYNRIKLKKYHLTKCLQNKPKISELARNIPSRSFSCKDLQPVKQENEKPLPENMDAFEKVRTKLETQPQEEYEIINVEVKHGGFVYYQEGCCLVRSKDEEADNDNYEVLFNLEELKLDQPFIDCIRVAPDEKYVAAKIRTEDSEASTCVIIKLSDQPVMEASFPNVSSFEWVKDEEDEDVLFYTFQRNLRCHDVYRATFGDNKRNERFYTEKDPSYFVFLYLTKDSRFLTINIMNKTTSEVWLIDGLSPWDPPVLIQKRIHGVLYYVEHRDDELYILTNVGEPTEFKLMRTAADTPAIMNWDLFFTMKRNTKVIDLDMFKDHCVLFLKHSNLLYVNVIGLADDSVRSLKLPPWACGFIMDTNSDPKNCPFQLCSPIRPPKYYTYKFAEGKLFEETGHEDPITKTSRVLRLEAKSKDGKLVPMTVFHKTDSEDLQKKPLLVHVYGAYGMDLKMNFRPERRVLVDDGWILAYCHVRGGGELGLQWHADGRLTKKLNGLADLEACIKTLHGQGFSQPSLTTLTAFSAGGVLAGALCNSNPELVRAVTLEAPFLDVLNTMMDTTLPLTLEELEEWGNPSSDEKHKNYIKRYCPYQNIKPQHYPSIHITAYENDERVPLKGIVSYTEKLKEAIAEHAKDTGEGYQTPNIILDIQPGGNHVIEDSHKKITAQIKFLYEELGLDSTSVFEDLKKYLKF
# pPAFAH FP inh: pPAFAH enzyme inhibitors, primary screen, biochemical, fluorescence polarization, human. Platelet-activating factor acetylhydrolase (Homo sapiens), Q13093. recombinant pPAFAH, FP-rhodamine probe fluorescence polarization. inhibition, % at 3.39 µM. 330,000 compounds, 1.5% hits. AID 463082, 2010;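 active means inhibition above the mean inhibition across the screen plus 3 SD, cut at about 25% in these data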;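 further: inhibitors block binding of the rhodamine activity-based probe so polarization drops; 0% = enzyme with DMSO and 100% = wells lacking pPAFAH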
# Starred values were filed as active, the others as inactive; . = not tested or not shown.
nr	Structure	PAFAH1B3 inh	pPAFAH FP inh	PREPL inhibitor	EBNA-1 inhibitor	LYPLA2 inh	PAFAH1B2 FP inh	LYPLA1 inh	PAFAH2 inh	ZTA DNA inh
1	CN=C(Nc1ccccc1)SC1CC(=O)N(c2cccc(OC)c2)C1=O (stereo unspecified)	2	1	10	6	16	3	-4	3	14
2	O=C(O)Cn1cc(/C=C2/SC(=O)N(CC(=O)N3CCCCCC3)C2=O)c2ccccc21	.	2	-2	4	5	.	-2	.	-1
3	Cc1ccnc(N2C(=O)c3ccccc3C2Nc2cccc(C)c2C)c1 (stereo unspecified)	1	4	-1	-8	-6	5	0	3	-12
4	c1ccc(-n2nnnc2-c2cnc(-c3cccnc3)nc2-c2cccs2)cc1	1	-1	-18	-4	4	5	-1	-2	15
5	Cc1ccc(-c2nc(CN3CCCCC3)cc(CN3CCCCC3)c2O)cc1	.	-3	4	-5	-1	.	-3	.	-2
6	Cc1ccc(N2CC(C(=O)Nc3cccnc3)CC2=O)cc1Cl (stereo unspecified)	-2	-3	-7	-8	3	-1	2	-1	14
7	Cc1ccccc1CNC(=O)Cc1ccccc1[N+](=O)[O-]	-1	3	9	7	4	-2	-1	-1	-5
8	CC(NS(=O)(=O)c1cc2c3c(c1)CCC(=O)N3CCC2)c1ccccc1 (stereo unspecified)	3	4	-3	5	-1	2	-4	-2	16
9	C=CCn1c(SCC(=O)NCc2ccc3c(c2)OCO3)nnc1-c1cccnc1	1	4	9	1	4	4	4	8	-19
10	Cc1cc(Nc2ccc(F)cc2Cl)n2ncnc2n1	7	-4	-2	-1	-4	-3	0	-3	6
11	O=C(NC1CCN(Cc2ccccc2)CC1)c1ccc(S(=O)(=O)NCc2ccco2)cc1	6	4	5	10	-3	5	-5	-13	16
12	CCc1cccc(C)c1NC(=O)c1cccnc1	-1	1	-4	-9	2	2	-2	4	-14
13	Cn1cnc2c(cnn2-c2ccccc2)c1=O	3	-1	20	-6	4	4	4	-4	-8
14	Cc1ccc(CN2CCN(C/C(Cl)=C/c3ccccc3)CC2CCO)o1 (stereo unspecified)	4	2	16	6	7	3	3	3	-2
15	CCn1cc(C(=O)O)c(=O)c2cc(F)c(N3CCN(C(=S)NC(=O)c4ccc(F)cc4)CC3)cc21	8	-3	2	1	5	-2	-1	-1	4
16	O=C(c1nnc(-c2ccc(Cl)cc2)o1)C1CCCC1	1	-2	-2	2	-2	1	-1	0	11
17	O=C(NC1CCCCCC1)C(Cc1ccccc1)n1cccc1 (stereo unspecified)	-1	4	-4	2	-6	2	-1	-17	2
18	Cc1onc(-c2ccccc2Cl)c1C(=O)N1CCN(Cc2ccc3c(c2)OCO3)CC1	0	3	12	4	14	8	2	5	10
19	C/C(=N\NC(=O)c1ccc([N+](=O)[O-])cc1)c1cccc([N+](=O)[O-])c1	5	6	20	-3	1	-1	1	2	-12
20	O=C(NCc1ccc2c(c1)OCO2)C1CCCN1C(=O)Nc1cccc(F)c1 (stereo unspecified)	11	1	11	4	-4	5	-4	6	-11
21	C=CCNS(=O)(=O)c1nc(C)c(Cl)c(C)c1C#N	0	1	3	-3	-1	5	2	-3	-20
22	Cc1ccc2ncnc(Nc3cccc(C(=O)O)c3)c2c1	6	1	6	7	-1	6	-4	0	1
23	Cc1ccc(C(=O)Nc2cccnc2)cc1Cl	-5	4	-10	22	-2	6	-3	1	17
24	Nc1nc2nc[nH]c2c(=O)[nH]1	-3	1	-9	4	-2	7	1	-3	0
25	CC(C)(C)c1ccc(S(=O)(=O)N2CCN(C(=O)C3=COCCO3)CC2)cc1	0	0	-25	.	4	2	1	3	4
26	S=C(NCCCN1CCOCC1)N(Cc1ccccc1)Cc1ccccc1	3	7	-13	0	-10	1	2	-2	15
27	O=C1c2ccccc2C(=O)N1Cc1nc(-c2ccccc2)no1	10	-3	17	2	-2	1	-1	0	-7
28	Cc1ccccc1-c1ncc(CN2CCN(C3CCCC3)C(CCO)C2)cn1 (stereo unspecified)	6	6	20	3	7	5	3	-6	-13
29	CC(CN1CCOCC1)(NS(=O)(=O)c1ccccc1)c1ccccc1 (stereo unspecified)	12	3	7	3	6	8	1	3	12
30	c1ccc(NNC2=NCCS2)cc1	16	-1	1	8	-3	1	-1	1	-2
31	CC(Oc1ccc(Cl)cc1Cl)C(=O)OCn1nnc2ccccc2c1=O (stereo unspecified)	-2	4	-7	8	4	8	2	-4	2
32	O=C(NCCN1CCOCC1)c1cc2ccccc2[nH]1	2	4	8	5	7	6	1	2	-10
33	CN(Cc1cn(-c2ccccc2)nc1-c1ccc2c(c1)OCO2)Cc1nccn1C	-5	0	17	0	-2	0	0	-4	-18
34	COc1cc(/C=N/N(CCO)C2=NS(=O)(=O)c3ccccc32)cc(OC)c1OC	-3	1	15	-8	2	2	6	8	-5
35	COc1ccc(NC(=O)CSc2nnc(C)n2N)cc1S(=O)(=O)N1CCCCC1	1	3	-2	.	-1	1	0	3	7
36	C/C(=N\Nc1ccc([N+](=O)[O-])cc1)c1ccc(-n2nncc2C(C)(C)C)cc1	-3	-1	11	1	0	0	-4	-5	-8
37	O=C(Nc1ccc(S(=O)(=O)N2CCCCC2)cc1)c1cccnc1Cl	3	-2	10	-4	13	4	1	2	-21
38	O=C(Nc1ccsc1C(=O)N1CCCC1)c1ccccc1	7	6	0	1	-2	-2	2	1	-5
39	CCOc1ccc(C(C(=O)NC(C)(C)C)N(CCOC)C(=O)CCC(=O)Nc2ccccn2)cc1 (stereo unspecified)	0	2	-5	17	12	5	-1	11	-5
40	FC(F)(F)c1cc(-c2ccccc2)nc(-n2cncn2)n1	6	3	8	5	-6	2	0	0	8
41	CCSc1nc2ccccc2n1C(=O)Oc1ccccc1	0	-2	-2	5	-6	5	0	14	-6
42	OCC1CCCC(n2cnc3c(=S)nc[nH]c32)O1 (stereo unspecified)	4	-1	4	6	1	4	-1	-3	2
43	CC(=O)Nc1ccc(Oc2ccc3nc(C)[nH]c3c2)cc1	10	2	11	7	2	1	0	1	-2
44	CCC(=O)N/C(N)=N/c1nc(C)c2cc(C)c(C)cc2n1	.	5	0	-5	0	.	2	.	-3
45	CCN(CC)CCn1c(=S)[nH]c2ccccc2c1=O	-2	-2	15	5	6	0	2	12	1
46	COc1cccc(N(CC(=O)NC2CCCCC2)C(=O)CCC(=O)Nc2nc(C)cs2)c1	10	4	1	-9	-1	-1	0	-1	14
47	COc1ccc(/C=N/NC(=O)Nc2cccc3nsnc23)cc1OC	4	4	4	-13	7	-1	1	2	8
48	COc1ccccc1C1C(C(=O)c2cc3ccccc3o2)=C(O)C(=O)N1c1cc(C)on1 (stereo unspecified)	10	2	-2	1	2	1	0	19	10
49	O=[N+]([O-])c1ccc(/C=N/Nc2nc(-c3ccccc3)c3cc(Br)ccc3n2)o1	4	5	13	1	1	4	-2	8	8
50	COc1ccccc1Nc1nc(C2(C)CCC(=O)O2)cs1 (stereo unspecified)	-7	0	14	-6	3	-1	2	-1	-7

# Next part:
nr	Structure	PAFAH1B3 inh	pPAFAH FP inh	PREPL inhibitor	EBNA-1 inhibitor	LYPLA2 inh	PAFAH1B2 FP inh	LYPLA1 inh	PAFAH2 inh	ZTA DNA inh
51	Brc1ccc(/C=N/Nc2ccc3ccccc3n2)cc1	14	0	39	7	3	5	2	6	-12
52	Cc1cc(C)cc(N2CC(c3nc4ccccc4n3C)CC2=O)c1 (stereo unspecified)	4	3	12	-11	3	-1	6	0	-13
53	Cc1ccc(C=C2C(=O)c3ccccc3C2=O)s1	-37	-9	-49	11	-71	-27	-30	-18	-18
54	CCCC(=O)Nc1cc(OCC)c(NC(=O)NC2CCCCC2)cc1OCC	4	-5	-8	7	-4	-1	-2	-4	-14
55	Cc1cc(C)c(NC(=O)C2CSCCS2)c(C)c1 (stereo unspecified)	5	9	2	8	10	-2	4	-2	4
56	COc1ccc(NC(=O)CN(C)C(=O)c2cc3c(s2)CCCCC3)cc1	2	9	-3	-1	6	3	0	6	-11
57	O/N=C(\c1ccccc1)C(O)c1ccccc1 (stereo unspecified)	-1	4	1	-3	2	7	0	8	12
58	NC(CO)(CO)COCc1ccccc1	4	-4	0	-8	1	-1	3	1	-5
59	CCN(CC)c1nc2c(c(=O)[nH]c(=O)n2C)n1CCCc1ccccc1	6	4	14	0	-2	1	-2	3	11
60	CN1CCN(c2nc3c(c(=O)[nH]c(=O)n3C)n2Cc2ccccc2)CC1	-2	4	10	-3	4	-2	0	-7	10
61	O=C(NCCc1ccccc1F)c1cccc2cccnc12	5	1	27	-11	0	-6	1	-2	-11
62	CN(C)c1ccc(NC(=O)C2CCCN(S(=O)(=O)c3ccccc3)C2)cc1 (stereo unspecified)	11	3	-1	-5	-6	2	-4	9	6
63	N#CCCSCc1ccc2oc(C(=O)O)cc2c1	2	3	2	-8	-3	-3	-3	-7	-12
64	Cc1noc(C)c1C(=O)N1CCN(c2ncccn2)CC1	-8	-6	4	-10	0	2	1	-4	-17
65	COc1ccc(/C=N/NC(=O)CNC(=O)c2ccc3c(c2)OCCO3)cc1OC	8	2	3	-3	1	4	0	-2	-2
66	CN(CC(=O)Nc1ccc(F)cc1)C(=O)COC(=O)c1cccc(N(C)C)c1	2	3	7	.	4	4	-1	2	-1
67	FC(F)(F)c1ccc2c3n(nc2c1)CCN=C3c1ccc(Cl)cc1	-5	14	-2	13	-7	-2	0	-3	1
68	O=C(CCN1C(=O)[C@@H]2Cc3ccccc3CN2C1=O)N[C@H](Cc1ccccc1)C(=O)O	0	2	2	2	5	6	0	4	6
69	Nc1[nH]c(N=NC(=O)c2ccc(Cl)cc2)c2ccccc12	9	-1	14	1	2	3	-1	-1	-10
70	COc1cc(/C=C2\S/C(=N/S(=O)(=O)c3ccc(C)cc3)NC2=O)c([N+](=O)[O-])cc1OC	15	14	8	9	1	15	-3	1	21
71	COc1ccc(-c2cc3c(nn2)-c2ccccc2C3=O)cc1	3	9	13	2	3	0	6	4	4
72	COc1ccc(C(=O)c2ccc(OC)c(N)c2)cc1N	8	1	24	-7	-1	4	0	2	12
73	COc1ccccc1-c1nnc(C2CCN(S(=O)(=O)c3cccc([N+](=O)[O-])c3)CC2)o1	-3	4	11	-6	20	4	2	8	-7
74	COc1cc(CCC(=O)O)on1	7	-1	16	-10	2	5	0	0	4
75	CCCn1nnc(NC(=O)c2ccc(F)cc2)n1	-4	0	19	-4	4	-2	0	0	-9
76	COc1ccccc1NC(=S)N(Cc1ccc(C)cc1)Cc1cccnc1	1	-1	19	7	7	2	0	1	9
77	CC(CC(=O)O)CC(=O)Nc1ccc(S(N)(=O)=O)cc1 (stereo unspecified)	-5	2	2	2	0	-2	-2	-13	10
78	Cc1cc(-c2cc(C(=O)O)c3ccccc3n2)c(C)s1	1	0	1	-6	-4	3	-1	-1	8
79	Cc1ccsc1CN(C)C(=O)c1ccc(Oc2ccccc2)cc1	5	12	7	4	8	5	2	4	-6

# Bioassay records deposited in PubChem BioAssay by The Scripps Research Institute Molecular Screening Center.

# This is a subset; rates above refer to the full screens.
